NR1D1 modulator = Rev-erb alpha (human) modulation; activity, % at 10 µM; Rev-erbα–FITC-DNA binding, fluorescence polarization, 90 min; hit rate 0.79% among 370,000;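 active = activity above about 14%, limit read from the data; passing the limit was not always enough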;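 also: 0% = DMSO wells with 35 nM protein and 100% = DMSO wells with 750 nM protein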
DDE Tn6 FP inh = disrupts Tn6 cyclic peptide binding to fibrin D-Dimer-E complex. Fibrin DD(E) TRITC-Tn6 fluorescence polarization displacement. inhibition, % at 8.3 µM. hit rate 0.21% among 370,000;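 active = inhibition above a per-campaign cutoff: mean of compounds within control limits plus 3 SD, cut at about 15% in these data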;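 also: 0% = median of all compound wells on the plate and 100% = blocking peptide control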
PLCg1 inh = blocks human PLC-gamma1 enzyme activity. purified PLC-gamma1, fluorogenic substrate, fluorescence. inhibition, % at 12.2 µM. hit rate 0.84% among 370,000. AID 720700; in the data active = inhibition above about 9.5%
ARFGAP1 inhibitor = rat ARFGAP1 inhibition; inhibition, % at 16.5 µM; Arfgap1-stimulated ARF1 GTP hydrolysis, GDP FP detection; hit rate 0.26% among 360,000;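 active = inhibition above a per-plate limit, mean inhibition of low control wells plus 3 SD, cut at about 25% in these data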;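 also: 0% = DMSO wells with enzyme and 100% = wells lacking Arfgap1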
Target sequence (Q62848 1-136 limits assumed): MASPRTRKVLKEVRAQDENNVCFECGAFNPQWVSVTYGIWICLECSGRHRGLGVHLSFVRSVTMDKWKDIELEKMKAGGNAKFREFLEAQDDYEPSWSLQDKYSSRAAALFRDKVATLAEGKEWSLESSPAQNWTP
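Replicates: Single well per compound | Assay system: Truncated rat Arfgap1 GAP domain | Control set: No-Arfgap1 wells (100%) versus DMSO full-reaction wells (0%) | Times: Enzyme reaction 120 min at 25 °C after 20 min preincubation | Reagent: Human ARF1(Δ1-17)-GTP substrate | Measured by: Tracer-displacement fluorescence polarization with EDTA stop, 620/688 nm | Measure: Percent inhibition of Arfgap1-stimulated GTP hydrolysis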
sPLA2-III inh = Inhibits HGIII-sPLA2 liposome hydrolysis, primary screen | QFRET BODIPY PC-A2 liposome hydrolysis, fluorescence | hit rate 0.56% among 370,000 | inhibition, % at 12.2 µM;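 active = inhibition above mean plus 3 SD of compounds lying within the high and low control bounds, cut at about 19% in these data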;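 also: 0% = median of test compound wells and 100% = no enzyme DMSO wells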
Target sequence (Q9NZ20 whole entry, looked up): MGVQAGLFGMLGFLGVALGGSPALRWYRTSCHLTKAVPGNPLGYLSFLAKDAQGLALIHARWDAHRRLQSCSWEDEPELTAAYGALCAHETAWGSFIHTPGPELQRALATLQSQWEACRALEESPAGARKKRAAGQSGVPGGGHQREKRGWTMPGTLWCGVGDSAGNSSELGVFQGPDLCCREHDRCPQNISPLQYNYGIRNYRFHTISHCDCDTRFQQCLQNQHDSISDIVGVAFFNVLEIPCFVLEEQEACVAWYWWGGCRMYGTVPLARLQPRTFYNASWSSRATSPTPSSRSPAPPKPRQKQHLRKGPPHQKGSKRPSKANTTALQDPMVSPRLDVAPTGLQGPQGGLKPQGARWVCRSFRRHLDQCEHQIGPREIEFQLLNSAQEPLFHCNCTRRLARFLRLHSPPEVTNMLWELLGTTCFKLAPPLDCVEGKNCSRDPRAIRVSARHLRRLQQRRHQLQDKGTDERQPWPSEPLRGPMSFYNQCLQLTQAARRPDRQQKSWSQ
UHRF1 MBD2 ctr = blocks human UHRF1 binding to methylated DNA | Q96T88 | AID 687016 | inhibition, % at 4.4 µM | UHRF1 binding to methylated oligo, TR-FRET | hit rate 0.75% among 370,000; in the data active = inhibition above about 21%;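 also: UHRF1 SRA domain binding a hemimethylated CpG hairpin DNA probe; 0% = median of test compound wells and 100% = reference inhibitor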
PLCb3 inh = inhibitors of human phospholipase C beta3; Q01970; Purified PLC-beta3, fluorogenic substrate, fluorescence; inhibition, % at 12.2 µM; hit rate 0.18% among 370,000; AID 720704; in the data active = inhibition above about 11%;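 also: 0% = median of compound wells on plate and 100% = full blocker control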
Tn7 DDE FP = inhibitors of Tn7 peptide binding to human fibrin DD(E); P02675; FP displacement of FITC-Tn7 peptide from fibrin DD(E); 0% = median of compound wells per plate; inhibition, % at 8.3 µM; hit rate 0.13% among 370,000; AID 720508;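 active = inhibition above the mean of compounds falling within the control limits plus 3 SD of them, cut at about 14% in these data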;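 also: 0% = plate median of compound wells and 100% = 10 µM Aha-Tn7 peptide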
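Assay system: human fibrin DD(E). Input: DD(E) 2 µM final. Medium: Tris buffer with calcium and detergent, pH 7.8. Compound dosing: single point at 8.3 µM. Timing: 10 min plus 3 h, room temperature. Technique: fluorescence polarization of the labelled Tn7 tracer. Read-out: percent inhibition. Replicates: singlicate testing.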
proKLK7 act = proKLK7 (human) activation, primary screen | activation, % at 7 µM | hit rate 0.9% among 370,000 | purified proKLK7, EDANS-DABCYL substrate fluorescence; 100% is mature enzyme control, 0% vehicle | P49862;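 active = activation above the mean of all tested compounds plus 3 SD, computed per campaign excluding outliers beyond control limits, cut at about 13% in these data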
ASAP1 GAP inh = ASAP1 ArfGAP inhibition; ASAP1-stimulated ARF1 GTP hydrolysis, GDP FP detection; Q9ULH1; hit rate 0.19% among 360,000; inhibition, % at 16.5 µM; AID 624377; in the data active = inhibition above about 25%;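 also: 0% = vehicle with enzyme and substrate and 100% = no enzyme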
Target sequence (Q9ULH1 325-724 limits assumed): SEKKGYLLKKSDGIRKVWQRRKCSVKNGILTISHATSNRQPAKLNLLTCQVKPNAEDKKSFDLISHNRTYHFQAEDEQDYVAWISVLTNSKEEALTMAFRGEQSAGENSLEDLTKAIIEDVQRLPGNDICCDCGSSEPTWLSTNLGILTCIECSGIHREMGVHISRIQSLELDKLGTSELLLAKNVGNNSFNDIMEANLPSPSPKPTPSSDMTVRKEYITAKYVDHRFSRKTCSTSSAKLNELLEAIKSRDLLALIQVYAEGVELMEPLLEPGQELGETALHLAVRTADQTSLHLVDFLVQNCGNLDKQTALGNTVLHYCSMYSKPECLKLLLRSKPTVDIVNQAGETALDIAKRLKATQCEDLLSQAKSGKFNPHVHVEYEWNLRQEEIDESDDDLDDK
Starred values were filed as active, the others as inactive; i = inactive; x = no result given; + = active, no number; & = joins results of further samples.

Preview, four compounds:
SMILES	NR1D1 modulator	DDE Tn6 FP inh	PLCg1 inh	ARFGAP1 inhibitor	sPLA2-III inh	UHRF1 MBD2 ctr	PLCb3 inh	Tn7 DDE FP	proKLK7 act	ASAP1 GAP inh
O=C(Cc1ccccc1)N1CCN(Cc2cccc(Br)c2)CC1	3	12	-1	23	-5	1	4	-2	0.1	3
Clc1ccc(C(c2ccc(Cl)cc2)n2cc[n+](CC(OCc3ccc(Cl)cc3Cl)c3ccc(Cl)cc3Cl)c2)cc1 (stereo not drawn)	-2	-11	4	28*	-88	2	4	-11	0.2	20
COc1ccc(C(=O)C2CCCN(Cc3ccccn3)C2)c(OC)c1 (stereo not drawn)	3	-10	2	1	-3	-3	2	-5	0.5	1
COC(=O)N1Cc2ccccc2-n2nncc2C1	9	-2	-2	6	4	0	1	2	-0.5	7

The list itself, from the first entry:
SMILES	NR1D1 modulator	DDE Tn6 FP inh	PLCg1 inh	ARFGAP1 inhibitor	sPLA2-III inh	UHRF1 MBD2 ctr	PLCb3 inh	Tn7 DDE FP	proKLK7 act	ASAP1 GAP inh
O=C(Cc1ccccc1)N1CCN(Cc2cccc(Br)c2)CC1	3	12	-1	23	-5	1	4	-2	0.1	3
Clc1ccc(C(c2ccc(Cl)cc2)n2cc[n+](CC(OCc3ccc(Cl)cc3Cl)c3ccc(Cl)cc3Cl)c2)cc1 (stereo not drawn)	-2	-11	4	28*	-88	2	4	-11	0.2	20
COc1ccc(C(=O)C2CCCN(Cc3ccccn3)C2)c(OC)c1 (stereo not drawn)	3	-10	2	1	-3	-3	2	-5	0.5	1
COC(=O)N1Cc2ccccc2-n2nncc2C1	9	-2	-2	6	4	0	1	2	-0.5	7
CC(C)c1ccc(N2C(=O)CC(=O)NC2=O)cc1	0	5	-6	8	-2	4	-16	-2	-0.2	-17
Cc1oc(-c2ccccc2)nc1CN1C(=O)C(C)N=C(c2ccccc2F)c2cc(Cl)ccc21 (stereo not drawn)	-1	-3	2	8	-5	-1	3	9	-0.5	1
CCC(C)n1c(O)c(/C=N/Nc2ccccc2)c(=O)[nH]c1=S (stereo not drawn)	0	1	-5	-10	6	-1	-7	9	-0.1	-26
COc1ccc(C)cc1NC1=NC(C)(C)CS1	-11	-14	2	-10	1	-1	-3	1	-0.1	0
Cc1ccc(CN2C(=O)CN=C(c3ccccc3)c3ccccc32)cc1	-9	8	-1	-3	-6	0	-2	2	0.0	6
CC(=NCCC(c1ccccc1)c1ccccc1)c1c(O)n(C)c(=O)n(C)c1=O	3	10	3	-6	10	4	0	8	-0.1	-8
COCCO[C@H]1CC[C@@]2(C)C(=CCC3C2CC[C@@]2(C)C3CC[C@]2(C)O)C1 (stereo partly drawn)	6	-8	6	-13	2	1	2	3	-0.2	9
Cc1ccc(-c2nn(Cc3ccccc3)cc2C=O)cc1C	-4	3	2	-4	-3	-2	3	7	-0.6	2
Cc1cc2c(cc1C)NP(=S)(c1ccccc1)N2	-2	0	-25	8	-6	-2	-28	-9	-0.9	6
C/C(CC(c1ccccc1)c1c(O)c2ccccc2oc1=O)=N\Nc1ccc([N+](=O)[O-])cc1[N+](=O)[O-] (stereo not drawn)	-1	1	-1	2	0	-4	-6	-5	0.3	-7
Cc1cnc(NC(=O)CN2CCCCC2)s1	-3	1	-2	9	4	4	-10	5	-0.2	-4
COc1ccc(C(=O)c2nc3ccccc3n2C(C)C)cc1	5	-2	-7	11	1	-3	-2	0	0.5	2
Cc1cccc(NC(=O)C(C)N2CC=C(c3ccccc3)CC2)c1 (stereo not drawn)	1	3	-1	5	-10	-1	-7	-3	0.6	0
Cc1ccc(N2C(=O)NC(=O)/C(=C\C=C\c3ccco3)C2=O)cc1	-7	7	-23	14	-10	8	-38	3	0.4	0
CCC(=NCC1CCCO1)c1c(O)n(-c2ccccc2C)c(=O)[nH]c1=O (stereo not drawn)	7	3	0	5	7	0	-7	-4	-0.1	-4
CC(=O)c1c(O)n(-c2cccc(Cl)c2)c(=O)[nH]c1=O (tested in a mixture with another compound)	-2	1	-5	-5	5	2	-11	0	-0.7	10
CCCCn1c(NC(=O)c2ccc(Br)o2)c(C(=O)OCC)c2nc3ccccc3nc21	-5	2	i	12	-12	4	i	4	19*	12
CCCNS(=O)(=O)c1ccc(OCC(=O)N2CCN(Cc3ccc4c(c3)OCO4)CC2)c(C)c1	7	6	0	-5	-17	1	1	7	-0.2	-5
CC(=O)Nc1ccc(OC(=O)N(C)c2ccccc2)cc1	-1	-5	2	0	-6	-2	-1	1	0.5	3
CC(C)COC(=O)N1Cc2ccccc2-n2nncc2C1	-1	2	4	-6	-6	-2	3	0	-0.1	-6
COc1ccc(OCC(=O)N2CCN(Cc3c[nH]c4ccccc34)CC2)cc1	0	-4	-1	1	-24	2	0	5	0.1	4
CN1C(=O)[C@@]23C[C@]4(c5c[nH]c6ccccc56)c5ccccc5N(S(=O)(=O)c5ccccc5)[C@@H]4N2C(=O)[C@@H]1SS3	-1	-3	2	x	-12	-20	3	2	x	x
Cc1ccccc1-n1c(-c2ccco2)nc2ccccc2c1=O	-4	-1	4	4	0	-1	1	-4	1.4	-4
CN1Cc2ccccc2-n2nncc2C1	-14	0	2	4	4	0	2	10	-0.1	10
CC1CC(C)CC(C)C(O)C(C#N)=CC=CCC(C2CCCC2C(=O)O)OC(=O)CC(O)C(C)C1 (stereo not drawn)	-7	11	3	-2	-3	2	1	-5	-0.5	-4
Nc1ncc2[nH]cnc2n1	0&3	7&4	-1&-3	10&-16	1&1	-2&0	-5&-2	-5&-3	0.8&0.8	1&3
Fc1ccc(C[n+]2c(-c3ccccc3)cc(-c3ccccc3)cc2-c2ccccc2)cc1	-4	-6	-45	-1	7	16	-61	-3	-0.9	3
CN(C)C(CNC(=O)Cc1c(Cl)cccc1Cl)c1ccccc1 (stereo not drawn)	4	1	1	2	-2	-1	0	0	-0.4	5
O=c1[nH]c(=O)n(C2CCCCCC2)c(O)c1C=NCCCN1CCOCC1	-4	-10	3	6	0	-1	1	-2	0.3	-4
O=[N+]([O-])c1ccc(Cl)c(Cl)c1Cl	-1	-1	0	4	11	1	0	9	-0.4	7
O=C1C=C(N2CC2)c2ccccc2C1=O	-4	-6	-15	-6	-6	6	-32	4	0.8	31*
CCC1CCC(C)N(N=O)C1 (stereo not drawn)	-4	5	2	8	2	1	3	-1	-0.2	-4
Cc1cccc(-n2c(O)c(/C=N/Nc3nc4c(c(=O)n(C)c(=O)n4C)n3C)c(=O)[nH]c2=S)c1	4	3	-9	0	-11	-5	-11	6	-2.5	-4
CNC(=O)OCCc1nccn1C	10	3	-3	-15	15	3	-4	4	0.1	-3
C[n+]1c2ccccc2nc2ccc(NCCO)cc21	-11	+	-1	-3	8	-7	-13	-1	0.1	-10
Cc1cccc(-n2c(O)c(C=Nc3ccc(Br)cn3)c(=O)[nH]c2=O)c1	5	-13	0	5	-6	2	-1	-6	1.2	-10
Cc1ncc(CN2CCCC(C(=O)c3cccc(OC(C)C)c3)C2)s1 (stereo not drawn)	-7	-5	-2	-8	8	7	-14	7	-0.8	0
O=c1[nH]c2ccccc2o1	-1	0	3	9	-1	-2	5	-2	0.0	-5
O=C(O)C(Cc1cnc[nH]1)NS(=O)(=O)c1ccc(Cl)cc1 (stereo not drawn)	-1	4	-1	10	1	1	4	-2	-0.1	-19
O=C(O)CCn1cc(C=C2C(=O)NC(=S)NC2=O)c(-c2ccccc2)n1	-2	0	1	-12	4	-4	-8	0	-0.7	-5
OCCOc1ccccc1	1&-2	-6	2	5	1	0	3	-4	1.1	7
Cc1nc(-c2cccc(CN(C)C(=O)Oc3ccc([N+](=O)[O-])cc3)c2)no1	0	-5	-1	-2	4	-2	3	12	-0.7	13
COC(=O)C1(C(=O)O)Cc2cc([N+](=O)[O-])ccc2N2CCCC21 (stereo not drawn)	7	-2	-16	7	13	-3	-21	-6	0.4	-2
CCCCCCn1c(O)c(/C=N/N2CCCCCC2)c(=O)[nH]c1=O	5	5	5	11	1	-1	-1	7	0.1	-8
CCC1CN2CCc3cc(OC)c(OC)cc3C2CC1CC1NCCc2c1[nH]c1ccc(O)cc21 (stereo not drawn)	5	6	-52	7	14	0	-63	-3	8.0	-10
CN1C(=O)N(C)C(=O)C(CCc2ccncc2)(CCc2ccncc2)C1=O	-6	3	-2	1	2	0	-1	-1	-0.6	-2
Cc1cccc(N2C(=O)/C(=C/N3CCN(C(=O)c4ccco4)CC3)C(=O)NC2=S)c1	-5	-3	-8	5	-4	-1	-7	1	-0.4	-10
CCCCCCn1c(=O)c(C(=O)Nc2nc(CC(=O)OCC)cs2)c(O)c2ccccc21	1	-1	3	8	16	8	-4	1	-0.2	2
O=P(Nc1cccc(F)c1)(Oc1ccccc1F)Oc1ccccc1F	0	-1	0	12	-17	1	-4	1	0.4	7
CCN(CC)C(=O)c1ccc(NC(=O)COC(=O)c2ccc(Cl)s2)cc1	-5	-4	0	-9	-11	-1	-8	-7	0.3	3
CCOc1cccc(C2NCc3ccccc3-n3cccc32)c1O (stereo not drawn)	-2	-7	-1	4	15	5	-1	3	-0.7	1
S=P(Nn1cnnc1)(c1ccccc1)c1ccccc1	-6	3	0	-9	-12	1	3	6	-0.4	2
CCOc1ccc(N2C(=O)/C(=C\c3cccs3)C(=O)NC2=S)cc1	-8	-8	-2	7	0	8	-12	-7	0.2	6
CC(=O)C1C2c3ccccc3O[C@@]1(C)N=c1s/c(=C/c3ccoc3)c(=O)n12 (stereo partly drawn)	-2	-2	-3	4	-10	-4	-4	-6	-0.2	-11
O=C1NCN(c2ccccc2)C12CCN(C(c1ccccc1OC(F)(F)F)c1nnnn1Cc1ccccc1)CC2 (stereo not drawn)	1	6	2	1	-1	1	4	-1	0.0	5
COc1ccccc1CNC(=O)CCC(=O)N1C[C@H]2C[C@@H](C1)c1cccc(=O)n1C2	-1	-1	2	7	15	2	3	0	-0.5	-24
Next compounds follow:
SMILES	NR1D1 modulator	DDE Tn6 FP inh	PLCg1 inh	ARFGAP1 inhibitor	sPLA2-III inh	UHRF1 MBD2 ctr	PLCb3 inh	Tn7 DDE FP	proKLK7 act	ASAP1 GAP inh
O=C1N=c2ccccc2=C/C1=C\c1c(O)[nH]c(=S)[nH]c1=O	-5	0	-121	0	-1	-1	-146	9	5.0	3
CC(=O)Nc1cc(C(=O)N2CCC3(CC2)OCCO3)ccc1S(=O)(=O)c1ccc(Cl)cc1	2	3	1	-2	2	-3	1	-6	-0.3	-8
CC(C)(C)C(=O)N1Cc2cc(N3CCOCC3)ccc2-n2nncc2C1	-7	6	-1	6	14	1	-2	7	0.5	11
COCCNC(=O)Cn1cc(C=C2C(=O)NC(=O)NC2=O)c2ccccc21	3	-8	-2	-2	6	0	4	-4	1.3	0

Single values from the entries so far:
CC(C)(C)C(=O)N1Cc2cc(N3CCOCC3)ccc2-n2nncc2C1 in DDE Tn6 FP inh → 6
COCCNC(=O)Cn1cc(C=C2C(=O)NC(=O)NC2=O)c2ccccc21 in proKLK7 act → 1.3

Screening data: PubChem, several laboratories

An excerpt; the hit share may differ from the screen's.
